PPC-1+TRAIL kill: compounds killing PPC-1 cancer cells with TRAIL present (potentiator screen, no TRAIL-free arm) | PPC-1 cells + TRAIL, ATPLite viability luminescence | cell killing (% activity), % at 4 µM | actives 0.41% (n = 220,000) | AID 1443;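 active = cell killing above 50% in the first pass at 4 µM, then a duplicate retest at 5 µM averaging 50% or more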;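 note: plate controls were cells with TRAIL plus DMSO for no effect and medium-only wells lacking cells for full effect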
TNF death inh: inhibitors of TNF-alpha induced necroptosis in Jurkat FADD-/- cells; actives 0.068% (n = 220,000); Jurkat FADD-/- TNF necroptosis rescue, ATP luminescence, 24 h; 0 = TNF only, 100 = no-TNF cells; activation (protection from cell death), % at 10 µM;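 active = activation, meaning protection from cell death, of at least 50% relative to plate controls; inactive = activation below 50%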;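 note: necroptosis triggered by 40 ng/mL TNF-alpha added together with compound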
BaF3 parental: reduces parental Ba/F3 cell viability, JAK2V617F counter-screen. actives 1.1% (n = 220,000). CellTiter-Glo ATP luminescence. AID 1486. inhibition, % at 5.6 µM;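 active = inhibition above a per-campaign cutoff, the mean inhibition of all tested compounds plus 3 SD, cut at about 27% in these data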;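 note: 0% = DMSO wells and 100% = JAK Inhibitor I control wells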
TRPML3 ag: activates the human TRPML3 channel; HEK293 TRPML3-YFP, Fluo-8 calcium fluorescence; 100% = the carbachol control signal; activation, % at 3 µM; AID 1448; Q8TDD5; actives 0.29% (n = 220,000);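 active = activation above its plate's cutoff, the mean activation of the plate's test wells plus 3 SD, cut at about 12% in these data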;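 note: 0% = DMSO only wells and 100% = carbachol wells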
Target sequence (Q8TDD5 whole entry, looked up): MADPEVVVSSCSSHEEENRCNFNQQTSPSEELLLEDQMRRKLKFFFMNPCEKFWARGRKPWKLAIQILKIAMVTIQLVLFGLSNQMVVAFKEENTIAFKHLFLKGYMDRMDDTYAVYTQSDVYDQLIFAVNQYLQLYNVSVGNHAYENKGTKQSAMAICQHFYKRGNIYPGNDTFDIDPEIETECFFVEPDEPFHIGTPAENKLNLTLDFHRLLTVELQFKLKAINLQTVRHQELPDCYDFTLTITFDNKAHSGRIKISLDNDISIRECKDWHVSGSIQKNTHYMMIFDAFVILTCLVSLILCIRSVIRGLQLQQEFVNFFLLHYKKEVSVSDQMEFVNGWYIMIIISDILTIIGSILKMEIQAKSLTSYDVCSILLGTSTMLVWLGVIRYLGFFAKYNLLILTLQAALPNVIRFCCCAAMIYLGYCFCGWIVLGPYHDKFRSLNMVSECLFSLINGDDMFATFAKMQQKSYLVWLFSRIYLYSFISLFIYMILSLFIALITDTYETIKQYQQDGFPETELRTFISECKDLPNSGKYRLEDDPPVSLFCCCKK
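Test system – HEK293 line with stable expression of human TRPML3-YFP channel · Control set – carbachol 87 µM final as high control (100%), DMSO as low control (0%) · Signal – Fluo-8 calcium dye fluorescence, ex 470-495, em 515-575 nm · Incubation – 1-h 37 °C dye load, 5-s basal, 120-s post-compound reads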
Wee1 degr inh: inhibitors of human Wee1 degradation. reporter increase, % at 5 µM. HeLa Luc-Wee1K328M stability, luciferase luminescence; 100% = proteasome inhibitor MG132 effect. AID 1321. actives 1.2% (n = 220,000). P30291;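 active = activation above the mean of all tested compounds plus 3 SD, set per screening run, cut at about 8.8% in these data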;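 note: cells exposed to compound for 20 h before luminescence read; 0% = DMSO alone and 100% = MG132 at 30 µM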
RBBP9 inhibitor: inhibitors of human serine hydrolase RBBP9 | actives 0.2% (n = 220,000) | inhibition, % at 7.94 µM | recombinant RBBP9, FP-Rh probe fluorescence polarization;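 active = inhibition above the campaign mean of all tested compounds plus 3 SD, cut at about 14% in these data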;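 note: plate controls were DMSO wells with RBBP9 for no effect and wells lacking RBBP9 protein for full effect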
Target sequence (O75884 whole entry, looked up): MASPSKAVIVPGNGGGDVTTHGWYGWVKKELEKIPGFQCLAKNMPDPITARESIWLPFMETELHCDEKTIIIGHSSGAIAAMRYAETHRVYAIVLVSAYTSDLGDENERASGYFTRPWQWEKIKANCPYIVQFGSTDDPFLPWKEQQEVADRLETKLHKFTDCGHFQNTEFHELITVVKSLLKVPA
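Controls: DMSO-treated enzyme wells and wells lacking RBBP9 | Material: RBBP9 protein | Technique: Fluorescence polarization | Replication: Single well per compound, no replicates | Buffer or medium: Tris-NaCl-Pluronic buffer, pH 8.0 | Timing: 30 min compound preincubation, 45 min probe labeling, 25 °C | Read-out basis: Percent inhibition from mP, scaled between DMSO and no-protein wells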
TRPN1 ag: agonists of zebrafish TRPN1 channel. HEK293 zebrafish TRPN1-YFP, Fluo-8 calcium fluorescence; 100% = response to 87 µM carbachol. activation, % at 3 µM. actives 0.18% (n = 220,000);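 active = activation above its plate's cutoff, the mean activation of test wells on that plate plus 3 SD, cut at about 19% in these data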;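 note: 0% = DMSO alone and 100% = 87 µM carbachol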
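Control set: carbachol 87 µM as high control, DMSO as low control; system: HEK293 stable line with zebrafish TRPN1-YFP; read-out: % activation versus carbachol response; detection: intracellular calcium fluorescence with Fluo-8; doses: single test compound dose, 3 µM nominal, 0.3% DMSO; schedule: dye 1 h 37 °C plus 30 min RT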
CHOP inh: blocks CHOP induction under ER stress. CHO-K1 CHOP-promoter luciferase, tunicamycin-induced, 15-18 h. inhibition, % at 10 µM. actives 3.8% (n = 220,000). AID 2732;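 active = compounds that reduced the stress-induced luciferase reporter signal by more than about 70% of percent inhibition, limit read from the data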;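 note: 0% = tunicamycin plus vehicle and 100% = wells without tunicamycin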
Ba/F3 V617F tox: loss of viability in JAK2V617F-driven Ba/F3 cells | inhibition, % at 5.6 µM | Ba/F3 EpoR-JAK2V617F viability, ATP luminescence | actives 1.1% (n = 220,000);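 active = inhibition above the campaign mean plus 3 SD over all tested compounds, cut at about 24% in these data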;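 note: cytokine-independent growth of Ba/F3 cells driven by EpoR plus mutant JAK2; 0% = DMSO-treated cells and 100% = JAK inhibitor I control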
Active calls of the source: *; / = no result given.

item | SMILES | BaF3 parental | TNF death inh | CHOP inh | RBBP9 inhibitor | PPC-1+TRAIL kill | Ba/F3 V617F tox | TRPN1 ag | Wee1 degr inh | TRPML3 ag
1 | N#CCCCn1c(=O)oc2ccccc21 | 3.9 | 1.1 | 14.5 | -9.0 | 3.5 | -3.1 | 2.1 | -1.1 | 1.1
2 | O=C(NC(=O)N1CCN(c2cccc(Cl)c2)CC1)c1ccccc1 | 5.7 | -1.0 | 60.3 | -5.3 | -8.9 | 7.5 | -0.2 | -0.9 | 0.7
3 | CCOC(=O)C1CCN(C(=O)Cn2cc(C(=O)C3CC3)c3ccccc32)CC1 | 0.7 | 0.1 | -28.5 | 11.9 | 24.4 | -3.8 | 2.1 | -1.9 | 0.7
4 | Cc1ccc(-n2ncc(-c3nn[nH]n3)c2N)cc1 | -0.4 | -0.2 | 5.1 | -1.2 | -11.0 | -4.1 | 0.5 | -2.1 | 0.8
5 | COC(=O)[C@@H](NC(=O)/C=C/c1ccc(OC)cc1)C(C)C | -2.4 | 0.6 | -20.8 | -4.9 | -10.5 | -0.7 | -0.1 | -1.6 | 0.5
6 | COc1ccc(C(C)C)cc1S(=O)(=O)NCc1ccccn1 | 0.7 | -1.1 | 4.8 | -10.0 | -7.6 | -2.7 | -1.1 | 2.9 | 0.1
7 | CCc1nnc(NC(=O)CSc2nnc(CCc3nc4ccccc4[nH]3)n2C)s1 | -0.9 | -1.5 | 25.5 | 6.6 | -2.8 | -5.6 | -0.7 | -2.0 | -0.4
8 | Cc1ccc(Nc2nc(N)nc(CN3CCN(Cc4ccccc4)CC3)n2)cc1Cl | 1.5 | -5.1 | 19.9 | -9.4 | 9.4 | 2.0 | 1.4 | 4.7 | 0.8
9 | O=c1[nH]c(-c2ccc(Cl)cc2)cs1 | 5.0 | -0.9 | 25.8 | -9.8 | 12.4 | -2.7 | -0.7 | -2.5 | -0.9
10 | CCOc1ccc(NC(=O)Nc2cc(C)ccc2F)cc1 | 6.7 | -2.7 | 38.0 | -4.1 | 6.0 | 3.3 | -1.1 | 6.0 | 0.4
11 | CCCCC(=O)NCc1ccc(F)cc1 | 4.8 | 1.3 | 5.9 | -8.2 | 8.9 | 4.1 | -0.3 | -4.0 | 0.2
12 | COc1ccccc1Nc1nc(N)nc(CSc2ncccn2)n1 | 0.8 | -1.1 | -1.5 | 2.4 | 20.1 | -2.3 | 1.3 | 1.6 | -0.9
13 | O=C(Cn1nc(-c2ccccc2)c2ccccc2c1=O)Nc1ccccn1 | -1.7 | -5.9 | 20.8 | -6.6 | 37.3 | -4.9 | 0.4 | -1.2 | -0.2
14 | COc1ccc(S(=O)(=O)Cc2ccc(C(=O)N3CCN(c4cc(Cl)ccc4C)CC3)o2)cc1 | 5.5 | -1.0 | 41.4 | -5.2 | 14.0 | -0.9 | -0.5 | 1.6 | -0.2
15 | COCCCN1C(=O)c2ccc(C(=O)Nc3cccc(OC)c3)cc2C1=O | -0.4 | 0.6 | 12.1 | -6.0 | -11.8 | -4.8 | 0.7 | 3.5 | 0.2
16 | Cc1ccccc1C(=O)NC(=S)NC1CCSC1=O (configuration not stated) | 4.6 | 0.6 | 18.1 | -5.2 | 2.7 | -2.0 | -0.2 | 1.5 | 0.8
17 | Cc1oc(-c2ccccc2F)nc1CS(=O)CC(=O)NCc1cccs1 (configuration not stated) | -0.2 | 0.7 | 19.0 | -7.0 | -11.4 | -4.3 | -0.2 | 0.3 | -0.5
18 | CC(C)N(C(=O)CSc1nnc(-c2cc3ccccc3cc2O)n1Cc1ccco1)C(C)C | 9.7 | -2.8 | 41.8 | -10.4 | 18.6 | 1.7 | -1.2 | 3.9 | -0.5
19 | Cn1c(SCC(=O)c2ccccc2)nnc1-c1ccncc1 | 7.0 | 0.4 | 6.6 | 3.0 | -5.5 | 0.3 | 0.5 | 0.3 | 0.4
20 | O=C1CC(N2CCN(c3ccccc3F)CC2)C(=O)N1c1ccc2c(c1)OCCO2 (configuration not stated) | 3.8 | 1.4 | 10.5 | 1.2 | -21.4 | 0.9 | -0.2 | 5.8 | 1.2
21 | CC/C=C/C(=O)N1CC2(CC(c3cccc(NC(=O)c4ccccc4)c3)=NO2)C[C@@H]1C(N)=O (some centres not stated) | 1.5 | -2.9 | 8.8 | -1.6 | -2.7 | 1.1 | 1.8 | -1.6 | 0.0
22 | CN(C)CC(C)(C)CNC(=O)C1CCN(Cc2ccccc2O)CC1 | 0.3 | -0.5 | -11.1 | -2.3 | -0.6 | -0.2 | 0.1 | -2.7 | 0.9
23 | Cc1ccc(C(=O)O)cc1NC(=S)NC(=O)Cc1ccccc1 | 0.1 | -0.6 | 2.1 | -2.6 | -11.4 | -3.5 | -1.4 | -0.6 | -0.2
24 | O=C(NCC(c1cccnc1)N1CCN(c2ccccc2F)CC1)OCc1ccccc1 (configuration not stated) | 10.6 | -1.0 | 10.9 | -0.9 | -6.0 | 3.1 | 2.3 | -0.2 | 0.7
25 | COCCSc1nnc(NS(=O)(=O)c2ccc(F)cc2)s1 | 13.1 | 0.0 | 7.4 | -2.2 | 17.0 | 4.2 | 1.3 | 1.4 | -0.1
26 | Cc1nc(SCC(=O)NC(=O)NC(C)(C)C)nc(C)c1C | -6.4 | 37.5 | -3.6 | 2.5 | 17.9 | -1.7 | 1.3 | 6.7 | 0.7
27 | Cc1cccc(OCc2nnc(SCC(=O)c3ccccc3)o2)c1 | 5.9 | 1.3 | 40.5 | -7.8 | 5.3 | 2.8 | -1.5 | 1.1 | -1.3
28 | CC(C)C(c1nnnn1Cc1cccs1)N1CCN(C(=O)c2ccco2)CC1 (configuration not stated) | 4.3 | 1.4 | -7.5 | -7.3 | / | -3.8 | 0.4 | 2.3 | 1.0
29 | NC(=O)C1(NC(=O)[C@@H]2CC3(CC(c4cccc(NC(=O)[C@@H]5CCC(=O)N5)c4)=NO3)CN2C(=O)Cc2ccc(C(F)(F)F)cc2)CC1 (some centres not stated) | 4.2 | -3.1 | -16.2 | -10.6 | -10.9 | 1.7 | 0.4 | 0.7 | 0.9
30 | O=C(CN1C(=O)CC(c2ccccc2)Sc2ccccc21)NCC1CCCO1 (configuration not stated) | 5.4 | 0.2 | 10.5 | 10.2 | -5.9 | -0.9 | 0.1 | -1.4 | 1.2
31 | Cc1ccc(NC(=O)OCc2cn(-c3ccc(Cl)cc3)nn2)cc1 | 5.7 | -4.2 | 32.1 | -6.9 | 9.4 | 5.1 | 1.1 | -1.9 | 0.3
32 | CCN(CC)C(=O)CSc1ncnc2c(-c3ccc(OC)cc3)nsc12 | 5.6 | 1.1 | -1.8 | -7.3 | / | 0.2 | 1.7 | 5.9 | 0.8
33 | Brc1ccc(Nc2nc(-c3cccnc3)cs2)cc1 | 4.8 | 1.5 | 31.8 | 1.2 | 9.2 | -0.9 | -1.5 | 5.9 | 0.3
34 | CS(=O)(=O)c1[nH]nc(-c2ccccc2)c1C#N | -0.2 | 5.5 | -5.6 | 6.8 | 0.2 | -2.4 | -1.4 | -0.7 | 1.0
35 | Cc1cccc(C)c1NC1=C(Cl)C(=O)OC1OC(=O)c1ccccc1 (configuration not stated) | -0.9 | -1.6 | 19.0 | -6.9 | -10.2 | -1.4 | 1.7 | -2.3 | -0.3
36 | O=C(O)c1cc(N2C(=O)C3C4C=CC(C4)C3C2=O)ccc1NCc1cccnc1 (configuration not stated) | 0.6 | 0.0 | 9.5 | -6.2 | 27.9 | 0.4 | -0.4 | -3.1 | 0.6
37 | CN1CCC(OC(=O)COc2ccc(C(C)(C)C)cc2)CC1 | 5.4 | 0.3 | 15.1 | -4.0 | 3.6 | 0.0 | 0.4 | -1.4 | 0.5
38 | N#CC1=C(N)Oc2n[nH]c(-c3cccs3)c2C1c1cccs1 (configuration not stated) | 3.0 | -3.2 | 18.8 | 4.6 | -18.9 | -3.2 | 0.3 | -2.1 | 0.2
39 | Cn1c(=O)c(=O)n(C)c2cc(S(=O)(=O)N3CCN(C4CCCCC4)CC3)ccc21 | 2.9 | -0.1 | 12.9 | -5.5 | 8.1 | -2.2 | -0.3 | -1.1 | -0.9
40 | COc1ccc(NC(=O)c2ccccc2NC(=O)CSc2ccc(Cl)cc2)cc1 | 1.7 | -1.1 | -23.6 | -6.5 | 9.5 | -5.1 | -0.7 | 0.3 | 0.8
41 | Cc1c(N(C(=O)c2ccccn2)C2(C(=O)NC3CCCC3)CCCCC2)c(=O)n(-c2ccccc2)n1C | -3.3 | -0.1 | -0.5 | 0.7 | 7.4 | -2.7 | 2.2 | 4.4 | -0.1
42 | CC(C)(C)NC(=O)C(c1ccncc1)N(Cc1cccs1)C(=O)Cn1nnc(-c2ccc(F)cc2)n1 (configuration not stated) | 2.8 | -1.1 | 39.9 | -8.8 | 34.3 | -0.8 | -0.9 | 2.8 | 0.2
43 | O=C(NC(Cc1ccccc1)C(=O)O)/C(=C\c1ccco1)NC(=O)c1ccccc1 (configuration not stated) | 5.1 | 1.7 | 43.3 | 6.0 | 34.9 | -1.5 | 0.6 | -3.3 | 0.8
44 | CC(C)(C)CC(=O)Nc1nnc(SCC(=O)Nc2ccccc2F)s1 | 1.1 | 1.6 | 6.4 | -0.4 | -26.2 | 0.6 | 0.4 | -1.0 | 0.2
45 | CN(C1CCS(=O)(=O)C1)S(=O)(=O)c1ccc(N2CCCC2=O)cc1 (configuration not stated) | 5.6 | 2.3 | -4.5 | -8.8 | 9.4 | 2.1 | -0.4 | -2.3 | 0.7
46 | CC(=O)NCCOc1nc(N2CCCCC2)nc(N2CCCCC2)n1 | 8.2 | 0.5 | 5.8 | -11.8 | 4.7 | 3.1 | 0.2 | -0.1 | 0.5
47 | O=C(C1CCC1)N1CCc2cc(S(=O)(=O)NCc3ccco3)ccc21 | 4.8 | -0.8 | 0.5 | 4.2 | 15.2 | -1.5 | -0.9 | 0.5 | -0.4
48 | CCCCn1c(CNC(=O)CC)nc2ccccc21 | 7.5 | 3.2 | 28.2 | -2.4 | 4.8 | -2.2 | -1.4 | -1.1 | -0.1
49 | OC1(C#CCCN2CCCCC2)c2ccccc2-c2ccccc21 | -2.3 | 3.0 | -13.0 | -2.8 | 11.2 | -4.5 | -1.5 | -0.8 | 1.0
50 | O=C(CSc1nc(C2CC2)nc2ccccc12)N1CCc2ccccc2C1 | 3.5 | -0.7 | 74.5* | -12.1 | 3.1 | -2.8 | 0.5 | -1.8 | -0.2
51 | COC(=O)Nc1nnc(/C=C/c2ccccc2)s1 | 5.7 | 0.0 | 24.5 | -6.4 | 2.8 | 0.0 | 1.5 | 0.9 | 1.6
52 | O=C(NC1CCCc2ccccc21)C(Cc1ccccc1)NS(=O)(=O)c1cccs1 (configuration not stated) | 4.3 | 2.6 | 34.5 | -0.8 | 20.4 | -0.4 | -3.9 | -1.3 | -1.0
53 | Cc1ccc(SCCNC(=O)c2ccccc2C)cc1 | 4.9 | 1.7 | 24.8 | -1.2 | 4.5 | -1.7 | -1.4 | -0.5 | -0.2
